High-throughput results (PubChem BioAssay)
BB579 growth dn: chemicals that inhibit yeast BB579 growth in restrictive medium (lifespan-shortening candidates); S. cerevisiae BB579 growth, OD615, 48 h; inhibition, % at 10 µM; AID 804; 0.51% of 140,000 active;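 active = inhibition above a set limit, 3 SD over the mean compound inhibition, cut at about 44% in these data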; note: inactives centre near -24
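Test system: DeaD yeast strain BB579 / Buffer or medium: restrictive glucose-based CSMM-D medium / Doses: single 10 µM dose / Schedule: 4 h cell preincubation, 48 h compound exposure, 30 °C humidified / Technique: culture absorbance at 615 nm / Controls: amphotericin B positive control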
E-sel TNF inh: TNF alpha driven E-selectin expression inhibition. HUVEC TNFa-induced E-selectin immunofluorescence, high content. inhibition, % at 2 µM. 0.71% of 120,000 active. AID 1246;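 active = inhibition above the batch mean plus 3 SD, and confirmed as a hit on visual image review, cut at about 43% in these data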;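 note: 0% = TNF-stimulated DMSO wells and 100% = unstimulated control wells; not every result past the cut was called active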
Yeast life ext: extends the lifespan of yeast; AID 775; S. cerevisiae growth with nicotinamide, OD615; deaD strain in restrictive glucose medium; 0.68% of 130,000 active; inhibition of the nicotinamide effect, % at 10 µM;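 active = inhibition above a set limit, placed 3 SD over the median of all compounds, cut at about 26% in these data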;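 note: 0% = nicotinamide-treated wells and 100% = cells grown without nicotinamide; some compounds called inactive have numbers as strong as hits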
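assay system = DeaD-strain S. cerevisiae | buffer or medium = restrictive glucose medium | reagent = 1.5 mM nicotinamide | compound = 10 µM single point, 0.25% DMSO | incubation = 48 h compound exposure at 30 °C, humidified | signal = OD615 measurement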
Measles CPE: protection of cells from measles virus | Measles virus-infected cells, CPE protection, absorbance | protection (pct of control), % at 4 µM | 1.5% of 140,000 active | AID 841; in the data active = protection mostly above about 24%, no sharp cut-off; inactive = mostly below about 26%; note: some compounds called inactive have numbers as strong as hits
Phagocytosis inh: inhibitors of macrophage phagocytosis; J774A.1 macrophage IgG-bead phagocytosis, imaging; inhibition, % at 5 µM; 0.07% of 110,000 active; AID 1029;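 active = inhibition above the mean of the plate negative controls plus 5 SD, cut at about 13% in these data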;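 note: phagocytic index as fraction of beads internalized from green versus red external bead signal; plate controls were DMSO negative control for no effect and cytochalasin-D positive control for full effect; some results beyond the cut were filed as inactive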
MRP-1 activ: activates MRP-1 | H69AR cells + doxorubicin, viability rescue, CellTiter-Glo | viability increase, % at 10 µM | 0.61% of 140,000 active | AID 799;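 active = viability gain under doxorubicin at or above a set limit, the compound median plus 3 SD, cut at about 4.7% in these data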;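 note: MRP-1 overexpressing cells given doxorubicin 25 µM after compound pretreatment; 18-22 h compound pretreatment then 72 h with doxorubicin before readout; 0% = doxorubicin-only wells and 100% = vehicle-treated cells without doxorubicin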
GALR2 blocker: antagonists of human galanin receptor 2 (GALR2); O43603; GALR2-expressing cells, antagonist mode; inhibition, % at 4 µM; 0.39% of 140,000 active; AID 828; in the data active = inhibition above about 27%;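 note: cells stimulated with galanin 1-16 at roughly its EC80; 0% = agonist challenge control and 100% = basal control without agonist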
Target sequence (O43603 whole entry, looked up): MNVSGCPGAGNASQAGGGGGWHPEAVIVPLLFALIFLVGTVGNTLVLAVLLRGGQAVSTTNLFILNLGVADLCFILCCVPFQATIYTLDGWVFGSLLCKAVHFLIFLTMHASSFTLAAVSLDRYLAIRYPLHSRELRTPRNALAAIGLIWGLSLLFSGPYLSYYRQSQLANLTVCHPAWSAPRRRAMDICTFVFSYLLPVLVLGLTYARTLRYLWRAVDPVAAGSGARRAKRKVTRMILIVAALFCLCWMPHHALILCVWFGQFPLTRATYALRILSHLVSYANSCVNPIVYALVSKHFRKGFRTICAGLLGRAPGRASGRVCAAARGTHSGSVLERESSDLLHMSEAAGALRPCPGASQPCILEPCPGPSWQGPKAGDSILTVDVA
PTEN del growth: growth suppressors of cells with PTEN tumor suppressor deletion | HCT116 PTEN-null viability, CellTiter-Glo, 60 h; hits give low values | viability, % at 10 µM | 1.2% of 140,000 active | AID 827;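 active = viability at or below a set limit, 4 SD under the median of all tested compounds, cut at about 3.7% in these data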;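 note: PTEN knockout HCT116 line with beta catenin targeted HCT116 as companion control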
bCat KO growth: beta-catenin-lacking colon tumor cell growth suppression; HCT116 beta-catenin knockout viability, CellTiter-Glo, 60 h; hits give low values; viability, % at 10 µM; 1.5% of 140,000 active; AID 818;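 active = viability at or under a set limit, the compound median less 4 SD, cut at about 6% in these data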;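 note: 0% = Hyamine 1622 control at 20 µM and 100% = untreated cell control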
NPY-Y2 antag: NPY-Y2 (human) receptor antagonism; P49146; NPY-Y2 expressing cells, antagonist mode; inhibition, % at 2.7 µM; 0.99% of 140,000 active; AID 793; in the data active = inhibition above about 17%;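 note: 0% = vehicle with agonist challenge and 100% = reference antagonist with challenge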
Target sequence (P49146 whole entry, looked up): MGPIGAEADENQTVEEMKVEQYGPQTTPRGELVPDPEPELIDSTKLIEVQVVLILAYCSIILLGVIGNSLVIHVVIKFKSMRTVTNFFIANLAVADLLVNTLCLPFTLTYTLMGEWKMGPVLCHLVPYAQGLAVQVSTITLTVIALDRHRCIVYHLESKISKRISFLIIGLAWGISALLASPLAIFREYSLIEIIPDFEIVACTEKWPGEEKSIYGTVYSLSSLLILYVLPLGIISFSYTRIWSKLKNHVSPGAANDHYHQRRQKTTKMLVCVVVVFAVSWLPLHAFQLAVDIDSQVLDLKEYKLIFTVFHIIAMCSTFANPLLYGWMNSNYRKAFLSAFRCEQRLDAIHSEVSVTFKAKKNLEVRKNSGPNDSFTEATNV
* = called active by the depositor; x = not tested or not shown. This is a random part of the collection, and some 6.1% of all compounds hit somewhere here.

SMILES	BB579 growth dn	E-sel TNF inh	Yeast life ext	Measles CPE	Phagocytosis inh	MRP-1 activ	GALR2 blocker	PTEN del growth	bCat KO growth	NPY-Y2 antag
O=C(NC(C(=O)c1ccccc1)N1CCOCC1)c1ccccc1 (stereo not given)	-6	100*	-5	16	0	-2.5	-1	90	100	5
O=C(CC1(O)C(=O)Nc2ccccc21)c1ccccc1O (stereo not given)	-65	-31	-12	24	-1	-1.4	13	100	100	0
O=C(Nc1cc(Cl)ccc1O)c1snnc1-c1ccccc1	-15	8	-5	22	x	-6.1	-10	17	26	-2
CC(Sc1ccccc1)C(=O)Nc1cccc(N(C)S(C)(=O)=O)c1 (stereo not given)	-11	4	-8	6	0	-3.3	-10	86	88	6
Cc1cc(C)nc(N2CCC(C(=O)N3CCN(c4cc(Cl)ccc4C)CC3)CC2)n1	5	-9	-19	8	-1	-0.2	-5	45	63	5
c1ccc(Oc2cnc3ccccc3n2)cc1	-54	-3	-32	20	0	-2.4	-21	101	113	2
COc1ccc(-c2nc(C#N)c(N3CCCCCC3)o2)cc1	-24	-3	-22	10	-1	3.4	-11	79	82	5
CCOc1ccc(N2C(=O)CC(n3ccc(C)n3)C2=O)cc1 (stereo not given)	-13	-48	x	21	x	-1.2	16	94	83	-1
COc1cc(C(=O)N2CCN(C/C=C/c3ccccc3)CC2)cc(OC)c1C	-2	26	-3	6	5	-5.8	5	80	85	9
Cc1cccc(OCc2nnc(N)s2)c1	-7	-29	-9	2	0	-0.5	1	95	100	0
COc1cc(C(=O)NCc2cccc3ccccc23)ccc1OCc1ccccc1	-60	0	-9	12	2	4.1	6	104	92	4
Cc1cc(C)n(S(=O)(=O)c2ccc(C(C)(C)C)cc2)n1	-51	6	3	17	x	-0.3	-3	81	82	4
COc1ccc([N+](=O)[O-])cc1N(CC(O)Cn1nnc2ccccc21)S(=O)(=O)c1ccc(C)cc1 (stereo not given)	-31	17	-5	15	0	-0.3	9	82	89	3
COc1ccccc1-c1ccc(NC2CCCCC2)nn1	-8	-25	-4	9	x	0.7	19	84	89	2
COc1ccccc1NC(=S)NCCC(c1ccccc1)c1ccccc1	22	x	-3	16	-5	-3.9	-10	71	54	2
O=C(c1cccc(N2CCCC2=O)c1)N1CCN(c2ccccc2)CC1	-47	-18	x	31	x	-3.1	13	98	98	2
Cc1cccc(NC(=O)CN2C(=O)NC(C)(c3ccc4c(c3)OCO4)C2=O)c1 (stereo not given)	1	-53	-16	2	x	-0.1	-2	90	86	-3
Cc1ccc(Cl)cc1N1CCN(S(=O)(=O)c2cnc[nH]2)CC1	-38	-23	-3	11	1	-0.8	-3	87	86	1
CCN(C(=O)c1cnc2scc(C)n2c1=O)c1ccccc1C	9	9	-10	25	-2	-2.1	0	96	96	1
CCCn1c(CC)nc([N+](=O)[O-])c1S(=O)(=O)c1ccccc1	-21	17	-12	7	x	-6.0	24	1.2*	1.4*	-1
CC(=O)Nc1ccc(S(=O)(=O)NCCNC(=O)c2ccccc2F)cc1	-8	41	-12	2	0	0.6	7	102	105	1
CCc1cccc(C)c1NC(=S)NCCc1c(C)[nH]c2ccc(C)cc12	45*	-6	2	10	x	-2.7	4	4	3.5*	-1
CCOC(=O)c1[nH]c2ccc(F)cc2c1NC(=O)CN1CCN(C/C=C/c2ccccc2)CC1	-24	-20	-14	7	-2	-6.3	-12	48	56	-1
CC1CCN(C(c2cccs2)c2nnnn2Cc2ccccc2)CC1 (stereo not given)	-15	-12	21	10	-2	-2.9	-12	56	61	12
N#CCCCn1c(-c2ccccc2)noc1=O	-50	x	-5	8	0	-0.7	-2	103	87	2

Other compounds.
SMILES	BB579 growth dn	E-sel TNF inh	Yeast life ext	Measles CPE	Phagocytosis inh	MRP-1 activ	GALR2 blocker	PTEN del growth	bCat KO growth	NPY-Y2 antag
CCN(CC)S(=O)(=O)c1ccc(C)c(NC(=O)CN(C)C)c1	-1	-28	2	1	-7	-1.3	-3	94	93	4
COC(=O)C1=CNC=C(C(=O)OC)C1c1cccc(OC)c1	-22	13	-1	5	0	-1.4	0	98	101	1
CCOc1ccc(S(=O)(=O)N2CCc3ccccc3C2)cc1	-35	x	2	9	-2	-1.7	-4	101	96	5
COc1ccc(OCCNC(=O)c2cccc(Oc3ccc(C(F)(F)F)cc3[N+](=O)[O-])c2)cc1	-12	x	4	5	3	-2.7	-10	65	54	12
CCOC(=O)c1oc2ccc(S(=O)(=O)Nc3ccc4c(c3)n(C)c(=O)n4C)cc2c1C	4	-24	-7	13	-1	-1.7	11	54	51	-1
Nc1c(N(C(=O)Nc2ccc(Cl)c(Cl)c2)C2CCCC2)c(=O)[nH]c(=O)n1Cc1ccccc1	-10	-12	-6	4	-2	-3.5	7	1.4*	1.4*	0
Cc1ccc(-n2nc(C)c3c2OC(N)=C(C#N)C3c2ccccc2F)cc1 (stereo not given)	-33	-7	-23	6	x	-3.8	1	90	83	-1
CN(C)S(=O)(=O)c1cccc(NC(=O)COC(=O)c2ccc([N+](=O)[O-])o2)c1	-26	x	2	12	-11	-0.5	5	98	92	0
O=c1[nH]cnc2scc(-c3cccs3)c12	-17	-8	-9	2	x	-1.3	-14	104	99	10
O=C(CSc1nnc(-c2ccccc2)n1Cc1ccco1)NCc1ccc2c(c1)OCO2	13	11	-6	12	0	-1.1	16	86	90	12
Cc1nc(NC2=NCN(C3CCCCC3C)CN2)nc2ccccc12 (stereo not given)	-55	-11	-17	8	0	-2.3	-1	69	82	1
CCOc1ccc(C(=O)N/N=C(/C)C2C(=O)c3ccccc3C2=O)cc1	-34	x	9	28	1	-1.2	-7	32	59	-1
O=C(COC(=O)c1cnccn1)NCCc1ccccc1	-11	-6	-10	10	-3	0.6	2	111	111	3
CC(C)Cn1c(CN2CCN(c3ccccc3F)CC2)nc2c1c(=O)[nH]c(=O)n2C	-24	x	-2	2	x	-3.1	-2	94	93	5
CN(C)C(=O)Cn1nc(-c2ccccc2)c2ccccc2c1=O	-22	21	4	29	4	-0.3	6	95	106	3
COc1cc(NC(=O)Cc2ccccc2)cc(OC)c1	-15	-29	-6	59*	2	-1.6	5	102	104	-3
CC(C)n1nc(C(=O)OCC(=O)c2c[nH]c3ccccc23)c2ccccc2c1=O	-45	4	-3	19	1	-1.6	-10	106	87	-2
O=C1C2C(C(=O)N1/N=C/c1cccc([N+](=O)[O-])c1)C1C=CC2C12CC2 (stereo not given)	-39	-20	5	19	0	-2.9	0	82	83	-1
Cc1ccc(C)c2c1[nH]c1ccc([N+](=O)[O-])cc12	24	-8	-13	4	-1	1.1	5	95	93	-5
N#Cc1c(-c2ccc3c(c2)OCO3)csc1N	-28	1	-17	21	1	-1.5	-5	86	89	-1
Cc1cc(N/N=C/c2ccc(O)cc2)nc(NS(=O)(=O)c2ccccc2)n1	-37	x	-2	32	-2	-2.1	0	87	100	2
Cc1ccccc1NC(=S)NC(=O)CCc1ccccc1	8	18	-9	5	x	-2.9	5	100	94	2
Cc1ccccc1Cn1ccc(NC(=O)c2cnn3cccnc23)n1	-2	20	-22	5	-3	-0.3	-7	108	99	0
O=S1(=O)C=CC(Sc2nc3ccccc3[nH]2)C1 (stereo not given)	-49	-3	1	18	0	-1.4	2	102	107	2
O=C(CCC1N=C2c3ccccc3N=C(SCc3cccc(Cl)c3)N2C1=O)NCc1ccco1 (stereo not given)	-42	x	-18	19	-2	-4.1	-32	75	83	1

(next part)
SMILES	BB579 growth dn	E-sel TNF inh	Yeast life ext	Measles CPE	Phagocytosis inh	MRP-1 activ	GALR2 blocker	PTEN del growth	bCat KO growth	NPY-Y2 antag
Cc1ccc(S(=O)(=O)N2CCC(C(=O)NNS(=O)(=O)c3ccc(Cl)cc3)CC2)cc1	-65	38	-12	7	x	-1.7	-4	86	104	2
CC1Cc2ccccc2N1C(=O)c1cccnc1 (stereo not given)	-5	-37	-21	18	0	-3.1	18	96	89	-2
O=C1C(c2ccc(F)cc2)N(Cc2ccc3c(c2)OCO3)C(=O)CN1C1CCCCC1 (stereo not given)	-1	-20	-20	2	-1	-2.8	1	55	67	4
Fc1ccccc1N1CCN(Cc2cccnc2)CC1	-50	-5	5	6	-5	0.5	5	102	100	2
C=C(C)CSc1nnc(-c2ccccc2)n1N	-39	3	-12	12	0	-0.7	-15	95	106	1
Cn1c(CO)c(-c2ccccc2)c2cc([N+](=O)[O-])ccc21	-89	15	-13	37*	-2	1.4	-1	89	73	-2
Cc1nnc(SCc2ccc(CC(=O)O)cc2)o1	-21	-52	-2	5	-3	-2.2	9	97	100	2
Cc1ccc(Cc2nnc3n(-c4ccccc4)nc(C(=O)c4ccccc4)n3c2=O)cc1	-29	10	x	9	x	-5.9	-1	40	39	17*
Cc1ccccc1OCCn1c(=O)sc2ccccc21	-36	4	x	23	x	-1.2	-4	77	68	8
O=Nc1ccc(NOC(=O)c2ccc(Br)cc2)cc1	-39	4	-22	11	-7	-5.2	5	103	96	4
COc1ccc(-c2cc(-c3ccccc3O)[nH]n2)cc1OC	-58	28	-22	9	0	-1.7	2	52	57	1
C/C(N)=C(/C#N)C(=O)COC(=O)c1cc(-c2cccc3ccccc23)nc2ccccc12	-31	-23	-3	4	-7	-2.6	-2	66	70	2
O=C(O)CC(C(=O)Nc1ccc(Cl)c(Cl)c1)C1CCCO1 (stereo not given)	32	9	-9	4	x	-2.2	-33	87	105	2
CCOc1ccccc1/C=N/NC(=O)Cc1csc(Nc2cccc(C(F)(F)F)c2)n1	-13	-27	-13	25	x	-3.3	-7	98	113	4
Cc1c(NC(=O)c2ccc(C(C)(C)C)cc2)cccc1[N+](=O)[O-]	6	x	-5	1	-7	0.8	-2	92	86	3
CCN(CC)C(=O)NC1CC2CCCC(C1)N2Cc1ccccc1 (stereo not given)	-2	-3	-7	10	0	-2.0	19	105	93	1
CCn1nc(C(=O)NC2=NCCS2)c2ccccc2c1=O	-21	x	-15	5	-1	-0.8	6	105	99	0
C=CCNC(=O)c1onc(CSc2cc(C)cc(C)c2)c1C(=O)O	-20	3	-5	2	x	-1.3	-7	95	96	7
O=C(C1CCCCN1S(=O)(=O)c1ccc(F)cc1)N1CCN(c2ccccc2F)CC1 (stereo not given)	14	x	-5	2	0	-1.5	10	86	88	-1
Cc1ccc(-n2ncc3c(NCCCN4CCOCC4)ncnc32)c(C)c1	12	5	-8	0	0	-1.4	2	86	90	4
O=C1N=C(c2ccccc2)C(c2ccccc2)N1 (stereo not given)	-42	-7	-6	10	0	0.4	2	100	108	2

Sorted by count of non-hydrogen atoms (lowest first): some entries from above.
SMILES	BB579 growth dn	E-sel TNF inh	Yeast life ext	Measles CPE	Phagocytosis inh	MRP-1 activ	GALR2 blocker	PTEN del growth	bCat KO growth	NPY-Y2 antag
Cc1ccc(S(=O)(=O)N2CCC(C(=O)NNS(=O)(=O)c3ccc(Cl)cc3)CC2)cc1	-65	38	-12	7	x	-1.7	-4	86	104	2
O=C(C1CCCCN1S(=O)(=O)c1ccc(F)cc1)N1CCN(c2ccccc2F)CC1 (stereo not given)	14	x	-5	2	0	-1.5	10	86	88	-1
C/C(N)=C(/C#N)C(=O)COC(=O)c1cc(-c2cccc3ccccc23)nc2ccccc12	-31	-23	-3	4	-7	-2.6	-2	66	70	2
